ERb coact inh: inhibitors of ERβ-SRC1 coactivator interaction, primary screen, biochemical, TR-FRET, ERβ LBD, SRC-1 peptide. Estrogen receptor beta (Homo sapiens), Q92731. TR-FRET ER-beta LBD / SRC1-Cy5 peptide binding; receptor agonist-loaded with 1 µM estradiol. inhibition, % at 25.6 µM. actives 1.3% (n = 86,000). AID 633, 2007;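 active means compounds whose percent inhibition of the receptor-coactivator binding signal exceeds about 50% in the single-dose screen, limit read from the data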;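 further: 0% = receptor plus peptide wells without compound and 100% = peptide-only wells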
sEH act: soluble epoxide hydrolase activators, primary screen, biochemical, human sEH | actives 0.04% (n = 91,000) | Bifunctional epoxide hydrolase 2 (Homo sapiens), P34913 | activation, % at 2 µM | purified human sEH enzymatic activity, activator screen; in the data active means activation above about 37%; further: values of inactives mirror those of a sister screen read the other way
Mac1 fbg enh: enhancers of CD11b/CD18 adhesion to fibrinogen, primary screen, K562 cells, luminescence; Integrin beta-2 (Homo sapiens) + Integrin alpha-M (Homo sapiens), P05107+P11215; ATPlite luminescence; activation, % at 10 µM; actives 0.07% (n = 93,000);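 active means 10 µM primary screen giving 50% or more activity, confirmed by 40% or more on retest at that dose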; further: strong numbers were not always called active; reference of the scale not given here
Calb biofilm kill: clotrimazole potentiators killing Candida biofilms, primary screen, with clotrimazole, Alamar Blue; C. albicans biofilm + clotrimazole; inhibition, % at 6 µM; actives 0.14% (n = 85,000);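 active means inhibition above 20%; inactive means inhibition below 20%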;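 further: preformed 24 hr biofilms exposed to compound for 48 hr; 0% = biofilm without compound and 100% = blank killed by clotrimazole plus chlorhexidine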
ERa coact pot: enhancers of ERα–SRC-1 coactivator binding, primary screen, biochemical, TR-FRET, ERα LBD, low estradiol; TR-FRET ERalpha-LBD/SRC-Cy5 coactivator binding, 2 h; 100 = basal binding, no effect; Estrogen receptor (Homo sapiens), P03372; coactivator binding (% of control), % at 25.6 µM; actives 1.3% (n = 86,000); in the data active means activity above about 200%;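 further: binding measured in presence of low estradiol as agonist stimulus; 0% = peptide alone without receptor and 100% = receptor with peptide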
Target sequence (P03372 whole entry, looked up, the tested form may be a part): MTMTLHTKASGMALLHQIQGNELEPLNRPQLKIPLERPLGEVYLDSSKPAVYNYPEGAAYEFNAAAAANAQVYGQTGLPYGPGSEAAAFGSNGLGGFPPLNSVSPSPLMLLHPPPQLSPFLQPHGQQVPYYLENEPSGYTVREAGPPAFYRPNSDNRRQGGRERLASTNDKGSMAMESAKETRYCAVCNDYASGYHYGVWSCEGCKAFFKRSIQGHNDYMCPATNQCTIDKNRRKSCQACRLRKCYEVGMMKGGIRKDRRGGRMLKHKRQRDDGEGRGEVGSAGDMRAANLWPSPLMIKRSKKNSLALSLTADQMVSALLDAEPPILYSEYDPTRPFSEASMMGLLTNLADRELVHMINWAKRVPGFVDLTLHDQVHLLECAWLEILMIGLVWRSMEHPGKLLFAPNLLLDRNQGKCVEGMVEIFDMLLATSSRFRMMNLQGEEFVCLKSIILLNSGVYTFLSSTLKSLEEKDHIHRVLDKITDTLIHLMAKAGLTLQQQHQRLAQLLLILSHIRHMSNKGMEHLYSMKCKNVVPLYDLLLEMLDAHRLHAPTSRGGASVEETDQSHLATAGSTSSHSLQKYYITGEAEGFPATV
CD11b adhes inh: inhibitors of CD11b/CD18 adhesion to fibrinogen, primary screen, K562 cells, luminescence; Integrin beta-2 (Homo sapiens) + Integrin alpha-M (Homo sapiens), P05107+P11215; ATPlite luminescence; Mn2+ added to activate the integrin; inhibition, % at 10 µM; actives 0.54% (n = 93,000); AID 1497, 2009;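 active means primary inhibition of 50% or more at 10 µM, then 40% or more on retest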; further: some results filed as inactive read as strong as hits
MT1-MMP txn act: MT1-MMP promoter reporter activation – cell-based, luciferase luminescence, primary screen | actives 0.16% (n = 86,000) | HT1080 MT1-MMP promoter luciferase reporter, overnight; stronger effect = higher value | activation factor at 10 µM | AID 750, 2007;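 active means activation factor of at least 2 for MT1-MMP transcription at 10 µM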
sEH inh: soluble epoxide hydrolase inhibitors, primary screen, biochemical, human sEH. Bifunctional epoxide hydrolase 2 (Homo sapiens), P34913. recombinant human sEH enzymatic activity assay. inhibition, % at 2 µM. actives 0.34% (n = 91,000). AID 707, 2007; in the data active means inhibition above about 80%; further: values of inactives mirror those of a sister screen read the other way; many of its hits are not listed in these tables
Smad3 inh: Smad3/FoxH1 peptide binding inhibitors, primary screen, biochemical, TR-FRET; TR-FRET Smad3/Dy647-FoxH1 peptide binding, europium anti-His; inhibition, % at 25 µM; Mothers against decapentaplegic homolog 3 (Homo sapiens), P84022; actives 0.29% (n = 88,000); AID 630, 2007;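 active means compounds that reduce the energy-transfer binding signal between the protein and its labelled peptide by more than half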;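 further: 0% = Smad3 plus labelled peptide maximal FRET and 100% = peptide-only background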
Target sequence (P84022 whole entry, looked up): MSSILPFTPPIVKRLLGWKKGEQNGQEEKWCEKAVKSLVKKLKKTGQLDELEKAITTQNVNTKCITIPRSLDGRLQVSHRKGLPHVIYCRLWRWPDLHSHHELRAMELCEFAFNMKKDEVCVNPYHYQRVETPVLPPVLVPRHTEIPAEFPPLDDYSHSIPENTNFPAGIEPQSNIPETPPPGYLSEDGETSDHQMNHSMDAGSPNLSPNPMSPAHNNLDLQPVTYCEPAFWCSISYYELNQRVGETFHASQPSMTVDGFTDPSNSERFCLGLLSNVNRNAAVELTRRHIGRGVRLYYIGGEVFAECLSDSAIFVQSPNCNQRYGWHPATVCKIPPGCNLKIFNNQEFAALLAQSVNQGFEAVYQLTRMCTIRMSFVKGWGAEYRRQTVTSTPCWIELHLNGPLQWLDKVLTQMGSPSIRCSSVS
* marks the source's active call; other numbers are inactive results; [ ] = another dose, or the depositor's remark. An excerpt; count on the stated rates, not on these rows.

For C=CCn1c(SCC)nc(O)cc1=O the results were ERb coact inh -10, sEH act -16, Mac1 fbg enh -2, Calb biofilm kill -1, ERa coact pot 119, CD11b adhes inh 0, MT1-MMP txn act 1.1, sEH inh 14 and Smad3 inh 9.
Cc1ccc(C)c(C(=O)COC(=O)c2ccc(Br)o2)c1 was read as ERb coact inh 27, sEH act 0, Mac1 fbg enh -4, Calb biofilm kill 2, ERa coact pot 74[fluorescence artefact?], CD11b adhes inh 3, sEH inh -2 and Smad3 inh -21.
`CCOC(=O)c1ccc(N2C(=O)C(O)=C(C(C)=O)C2c2ccc(O)c(OC)c2)cc1` (stereo unspecified) gave ERb coact inh 5, Mac1 fbg enh -2, Calb biofilm kill 5, ERa coact pot 124, CD11b adhes inh -23, MT1-MMP txn act 1.1 and Smad3 inh 12.
For Cc1ccc(S(=O)(=O)NCc2cn3c(C)csc3n2)cc1 the results were ERb coact inh -1[fluorescence artefact?], sEH act -10, Mac1 fbg enh 2, Calb biofilm kill 5, ERa coact pot 133, CD11b adhes inh 11, MT1-MMP txn act 1, sEH inh 12 and Smad3 inh 3[fluorescence artefact?].
For CCOC(=O)c1[nH]c(C)c(C(=O)C(C)C)c1C the results were ERb coact inh 1, sEH act -8, Mac1 fbg enh 0, Calb biofilm kill -4, ERa coact pot 115, CD11b adhes inh -45, sEH inh 8 and Smad3 inh 14.
CCOC(=O)C1CCN(c2c(N3CCN(Cc4ccccc4)CC3)c(=O)c2=O)CC1 was read as ERb coact inh -1, sEH act -1, Mac1 fbg enh -8, Calb biofilm kill -1, ERa coact pot 98[fluorescence artefact?], CD11b adhes inh 4, MT1-MMP txn act 1.1, sEH inh 4 and Smad3 inh -2.
Screening O=C(Nc1ccc2nc(-c3ccccn3)[nH]c2c1)C1CCCCC1 returned ERb coact inh -9, sEH act -8, Mac1 fbg enh 1, Calb biofilm kill -2, ERa coact pot 106, CD11b adhes inh -5, MT1-MMP txn act 1.6, sEH inh 11 and Smad3 inh -12.
Screening CCCCc1nc2n[nH]c(N)c2c2c1CCCC2 returned ERb coact inh -5, sEH act -3, Mac1 fbg enh -4, Calb biofilm kill 3, ERa coact pot 126, CD11b adhes inh -3, MT1-MMP txn act 1.2, sEH inh 5 and Smad3 inh -2.
Screening COc1ccc(C(O)CNc2ccc(C)cc2)cc1 (stereo unspecified) returned ERb coact inh 1, sEH act 2, Mac1 fbg enh 2, Calb biofilm kill -3, ERa coact pot 106, CD11b adhes inh -6, MT1-MMP txn act 1.2, sEH inh -2 and Smad3 inh 1.
`Cc1c(N=Cc2ccc(Cl)o2)c(=O)n(-c2ccccc2)n1C` gave sEH act 11, Mac1 fbg enh 10, CD11b adhes inh 17 and sEH inh -13.
`COc1cc(/C=C(\C#N)c2nc3ccccc3[nH]2)cc(Br)c1OCc1ccc(F)cc1` gave sEH act 4, Mac1 fbg enh 8, CD11b adhes inh 3 and sEH inh -4.
`O=C(COC(=O)Cc1ccc(S(=O)(=O)N2CCOCC2)s1)NCc1ccc(Cl)cc1` gave sEH act -30, Mac1 fbg enh -2, CD11b adhes inh -9 and sEH inh 30.
CCC(=O)N(Cc1cc2cc(OC)ccc2[nH]c1=O)c1ccc(C)cc1C was read as ERb coact inh -8, sEH act 8, Mac1 fbg enh -6, Calb biofilm kill 0, ERa coact pot 104, CD11b adhes inh -4, MT1-MMP txn act 1.2, sEH inh -6 and Smad3 inh 1.
`COc1ccc(NC(=O)N2CCC(n3nnc4cc(C)ccc43)CC2)cc1` gave ERb coact inh -6, sEH act -12, Calb biofilm kill 4, ERa coact pot 109[fluorescence artefact?], MT1-MMP txn act 1.2, sEH inh 15 and Smad3 inh -1.
Screening COc1ccc(N2CC(C(=O)Nc3ccc(N4CCOCC4)cc3)CC2=O)cc1 (stereo unspecified) returned ERb coact inh 3, sEH act -8, Mac1 fbg enh 2, Calb biofilm kill 9, ERa coact pot 115, CD11b adhes inh -25, MT1-MMP txn act 0.9, sEH inh 9 and Smad3 inh -8.
For COC(=O)c1cc(COc2ccc3c4c(c(=O)oc3c2)CCCC4)c(C)o1 the results were ERb coact inh 3, Mac1 fbg enh 3, Calb biofilm kill 11, ERa coact pot 122, CD11b adhes inh 4, MT1-MMP txn act 1.1 and Smad3 inh 0[fluorescence artefact?].
Cc1nn(Cc2ccc(Cl)cc2)c(C)c1NC(=O)c1cc(-c2ccco2)on1 was read as ERb coact inh 14, sEH act -1, Mac1 fbg enh 2, Calb biofilm kill 10, ERa coact pot 127, CD11b adhes inh 12, MT1-MMP txn act 1.1, sEH inh 3 and Smad3 inh 2.
`CCOc1ccc2c(c1)-c1c(ssc1=S)C(C)(C)N2C` gave ERb coact inh -15, sEH act -5, Mac1 fbg enh -2, Calb biofilm kill 8, ERa coact pot 81, CD11b adhes inh 17, MT1-MMP txn act 1.1, sEH inh 7 and Smad3 inh 6.
`CCOC(=O)C(CC)Sc1nnc(COc2ccc(C)cc2)n1-c1ccccc1` (stereo unspecified) gave ERb coact inh -18, sEH act 14, Calb biofilm kill 8, ERa coact pot 89, MT1-MMP txn act 1.1, sEH inh -12 and Smad3 inh 1.
`CCC(C)(C)NC(=O)C(c1ccccc1)N(Cc1cccnc1)C(=O)c1csnn1` (stereo unspecified) gave ERb coact inh -8, sEH act -8, Calb biofilm kill -1, ERa coact pot 106, MT1-MMP txn act 1.4, sEH inh 9 and Smad3 inh 1.
COc1cccc(NC(=O)c2cccc(OC)c2OC)c1 was read as ERb coact inh -2, sEH act 7, Mac1 fbg enh 2, Calb biofilm kill 4, ERa coact pot 103, CD11b adhes inh -6, MT1-MMP txn act 1.5, sEH inh -7 and Smad3 inh 9.
Screening COc1ccc(OCCOCC(O)CN2CCOCC2)cc1 (stereo unspecified) returned ERb coact inh 4[fluorescence artefact?], sEH act 10, Mac1 fbg enh 4, Calb biofilm kill 5, ERa coact pot 120, CD11b adhes inh -7, MT1-MMP txn act 1.2, sEH inh -9 and Smad3 inh 6.
`CC(=O)NC1CC2CCCC(C1)N2C(=O)Nc1ccccc1` (stereo unspecified) gave ERb coact inh -7, sEH act 7, Calb biofilm kill 6, ERa coact pot 121, MT1-MMP txn act 1, sEH inh -5 and Smad3 inh 13.
`CC(=O)N(c1ccccc1)C1SC(=O)N(c2ccccc2)C1=O` (stereo unspecified) gave ERb coact inh 2, sEH act -4, Mac1 fbg enh 0, Calb biofilm kill 5, ERa coact pot 108, CD11b adhes inh 2, MT1-MMP txn act 1.2, sEH inh 6 and Smad3 inh 10.
`COc1ccc(NC(=O)CC2CCCCC2)cc1OC` gave ERb coact inh 1, sEH act -24, Mac1 fbg enh -7, Calb biofilm kill 8, ERa coact pot 134[fluorescence artefact?], CD11b adhes inh -6, MT1-MMP txn act 1.2, sEH inh 24 and Smad3 inh -8.
Screening COc1ccc(NC(=O)c2cc3n(n2)C(C(F)(F)F)CC(c2ccc(OC)cc2)N3)cc1 (stereo unspecified) returned ERb coact inh 10[fluorescence artefact?], sEH act 9, Mac1 fbg enh -3, Calb biofilm kill 10, ERa coact pot 117, CD11b adhes inh -3, MT1-MMP txn act 1.1, sEH inh -6 and Smad3 inh 8.
Screening COc1cc(NC(=O)C2CC(=O)NC3=C2C(=O)CCC3)cc(OC)c1 (stereo unspecified) returned ERb coact inh -19, sEH act -5, Calb biofilm kill 4, ERa coact pot 93, MT1-MMP txn act 1.1, sEH inh 8 and Smad3 inh 2.
For O=C(O)CCn1c(=O)[nH]c2ccccc2c1=O the results were ERb coact inh -2, Mac1 fbg enh 0, Calb biofilm kill 0, ERa coact pot 110, CD11b adhes inh -54, MT1-MMP txn act 1.1 and Smad3 inh 3.
For CCn1c(COc2ccccc2)nnc1SCC(=O)c1cccc([N+](=O)[O-])c1 the results were sEH act -12, Mac1 fbg enh 5, CD11b adhes inh -1 and sEH inh 13.
For COc1cc(NC(=O)CCc2c(C)nc3nc(C)nn3c2C)cc(OC)c1 the results were ERb coact inh 0, sEH act -1, Mac1 fbg enh 1, Calb biofilm kill 0, ERa coact pot 103, CD11b adhes inh -34, MT1-MMP txn act 1, sEH inh 1 and Smad3 inh 6.
For N#Cc1c(-c2ccccc2Cl)cc(C2CC2)nc1N the results were ERb coact inh -11, sEH act 15, Mac1 fbg enh -2, Calb biofilm kill -3, ERa coact pot 112[fluorescence artefact?], CD11b adhes inh 4, MT1-MMP txn act 1, sEH inh -13 and Smad3 inh 8.
For CCOC1(NC(=O)c2ccccc2)C(C)=CC(=O)C=C1C the results were ERb coact inh 2, sEH act -5, Calb biofilm kill 6, ERa coact pot 106, MT1-MMP txn act 0.9, sEH inh 4 and Smad3 inh 0.
CC(C)(C)C(=O)CC(=O)Nc1ccc(Cl)c(N)c1 was read as ERb coact inh 3, sEH act -12, Mac1 fbg enh -6, Calb biofilm kill 8, ERa coact pot 85, CD11b adhes inh -3, MT1-MMP txn act 1.4, sEH inh 13 and Smad3 inh -8.
Screening COc1cc(C=O)ccc1OCC(=O)N1CCOCC1 returned ERb coact inh -7, sEH act 8, Mac1 fbg enh -2, Calb biofilm kill 1, ERa coact pot 91, CD11b adhes inh -5, sEH inh -6 and Smad3 inh -4.

Part of the list above in order of SMILES length, highest first.
For CCn1c(COc2ccccc2)nnc1SCC(=O)c1cccc([N+](=O)[O-])c1 the results were sEH act -12, Mac1 fbg enh 5, CD11b adhes inh -1 and sEH inh 13.
Screening COc1cc(NC(=O)C2CC(=O)NC3=C2C(=O)CCC3)cc(OC)c1 (stereo unspecified) returned ERb coact inh -19, sEH act -5, Calb biofilm kill 4, ERa coact pot 93, MT1-MMP txn act 1.1, sEH inh 8 and Smad3 inh 2.
For COc1cc(NC(=O)CCc2c(C)nc3nc(C)nn3c2C)cc(OC)c1 the results were ERb coact inh 0, sEH act -1, Mac1 fbg enh 1, Calb biofilm kill 0, ERa coact pot 103, CD11b adhes inh -34, MT1-MMP txn act 1, sEH inh 1 and Smad3 inh 6.
For CCOC1(NC(=O)c2ccccc2)C(C)=CC(=O)C=C1C the results were ERb coact inh 2, sEH act -5, Calb biofilm kill 6, ERa coact pot 106, MT1-MMP txn act 0.9, sEH inh 4 and Smad3 inh 0.
CC(C)(C)C(=O)CC(=O)Nc1ccc(Cl)c(N)c1 was read as ERb coact inh 3, sEH act -12, Mac1 fbg enh -6, Calb biofilm kill 8, ERa coact pot 85, CD11b adhes inh -3, MT1-MMP txn act 1.4, sEH inh 13 and Smad3 inh -8.
Screening COc1cc(C=O)ccc1OCC(=O)N1CCOCC1 returned ERb coact inh -7, sEH act 8, Mac1 fbg enh -2, Calb biofilm kill 1, ERa coact pot 91, CD11b adhes inh -5, sEH inh -6 and Smad3 inh -4.
